KCNH2 3.1 block: KCNH2 3.1 (human) potassium channel inhibition; activity change, % (tested at about 1.8 µM); U2OS KCNH2 3.1, thallium flux FluxOr; active compounds read low; AID 720553; hit rate 0.95% among 340,000;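 active means maximum activity change below -70%; inconclusive means maximum activity change from -70% to -50%; inactive means maximum activity change above -50%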;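 further: thallium influx rate constant from kinetic fluorescence after stimulation buffer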
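We transduce U2OS cells with the mutant 3.1 virus, culture them overnight, load FluxOr with Red40 quencher for 45 min, then add stimulation buffer and read kinetically for 2 min to derive a normalized rate constant.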
PKM2 activator: PKM2 (human) enzyme activation | purified PKM2, Kinase-Glo ATP luminescence, activation; response scale: 0% is enzyme alone, no compound | Potency, µM (titrated, usually from 57.5 µM), for the others: at the top dose activation, most hits filed as activators | hit rate 0.34% among 260,000; further: potency means the concentration at half of the fitted maximal effect; nearly all actives have a fitted effect of over 55% in size
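hPK-M2, >95% pure; 0.1 mM ADP / 0.5 mM PEP final; imidazole pH7.2 buffer w/ 7 mM MgCl2, 50 mM KCl; 1 h RT; Kinase-Glo lum. Intermediate enzyme activity for dual inhibitor/activator qHTS.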
GALK inhibitor: blocks human galactokinase activity; hit rate 0.007% among 270,000; AID 1868; Purified GALK, Kinase-Glo residual ATP luminescence; Potency, µM (highest dose often 57.5 µM), without a hit: top-dose activity change, negative = inhibition, hits mostly inhibitors; further: potency means the concentration at half of the fitted maximal effect
Target sequence (P51570 whole entry, looked up): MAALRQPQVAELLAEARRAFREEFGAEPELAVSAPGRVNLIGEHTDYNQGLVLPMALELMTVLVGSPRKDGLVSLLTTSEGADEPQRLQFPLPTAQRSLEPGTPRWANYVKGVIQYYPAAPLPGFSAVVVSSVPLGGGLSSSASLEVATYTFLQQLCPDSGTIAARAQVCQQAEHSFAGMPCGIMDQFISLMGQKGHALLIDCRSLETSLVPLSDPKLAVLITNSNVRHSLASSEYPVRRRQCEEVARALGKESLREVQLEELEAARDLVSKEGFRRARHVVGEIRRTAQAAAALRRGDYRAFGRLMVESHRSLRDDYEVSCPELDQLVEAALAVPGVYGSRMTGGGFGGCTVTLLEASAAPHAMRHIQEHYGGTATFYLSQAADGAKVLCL
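ATP-depletion format; final 35 uM ATP, 100 uM D-galactose, 5 nM enzyme; pH 8.0 HEPES/Mg2+ buffer; 60 min RT; luminescence read 10 min after detection reagent.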
Giardia kill: kills Giardia lamblia. AID 540267. hit rate 0.15% among 340,000. Giardia lamblia trophozoite viability. activity change, % at 7.66 µM, hits read low; in the data active means activity change below about -80%; inconclusive means between about -30% and that limit;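 further: parasites exposed to compound for two days anaerobically before the ATP read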
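Trophozoites 100 cells/well + cpd; 48 hrs, 37 deg C, anaerobic. ATPLite 1-Step added, 15-30 min RT, luminescence read (ATP-based viability).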
Eya2 phos inh: inhibitors of human Eya2 phosphatase activity; Potency, µM (titrated, usually from 76.9 µM), for the others: at the top dose activity, negative = inhibition, usual class: inhibitors; recombinant Eya2, OMFP fluorescence dephosphorylation (OMFP is methylfluorescein phosphate); O00167; hit rate 0.006% among 330,000; further: potency means the concentration at half of the fitted maximal effect
Target sequence (O00167 whole entry, looked up): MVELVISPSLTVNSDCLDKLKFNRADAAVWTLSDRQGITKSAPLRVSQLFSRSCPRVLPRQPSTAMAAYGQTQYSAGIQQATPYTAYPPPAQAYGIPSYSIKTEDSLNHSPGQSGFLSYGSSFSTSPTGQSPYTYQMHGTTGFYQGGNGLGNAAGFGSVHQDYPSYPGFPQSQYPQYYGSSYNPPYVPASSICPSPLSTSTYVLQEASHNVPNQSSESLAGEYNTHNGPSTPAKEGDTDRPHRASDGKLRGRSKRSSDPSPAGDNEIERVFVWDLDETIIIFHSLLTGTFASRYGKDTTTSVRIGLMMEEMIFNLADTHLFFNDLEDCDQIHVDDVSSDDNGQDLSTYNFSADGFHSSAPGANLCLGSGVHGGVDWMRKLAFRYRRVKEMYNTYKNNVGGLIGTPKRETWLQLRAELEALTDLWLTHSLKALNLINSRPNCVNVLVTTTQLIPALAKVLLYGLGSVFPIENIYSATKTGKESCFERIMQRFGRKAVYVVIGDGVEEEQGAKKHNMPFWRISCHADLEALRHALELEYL
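Eya2 (0.2 uM) preincubated 10 min at ambient with compound, then OMFP substrate added at 50 uM; 10 min reaction in 50 mM HEPES pH 7.5, 50 mM NaCl, 5 uM MgCl2, 0.05% BSA, 1 mM DTT. Fluorescence read at Ex 485/Em 525 nm.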
B2AR arrestin: agonists driving beta-arrestin recruitment to human beta2-adrenergic receptor | beta-arrestin recruitment to beta2AR, cell-based reporter | Potency, µM (highest dose often 46.1 µM), for inactives: at the top dose activation, usual class: activators | hit rate 0.02% among 330,000 | AID 492947;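 further: potency means the concentration at half of the fitted maximal effect; 0% = DMSO controls and full agonism = EC100 isoproterenol or metaproterenol; nearly all actives have a fitted effect of over 65% in size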
uPA generation: blocks generation of uPA at the cell surface; hit rate 0.31% among 330,000; Potency, µM (series often up to 38.3 µM), for the others: at the highest dose activity change, negative = inhibition, actives largely listed as inhibitors; AID 540303; cell surface uPA generation assay, qHTS; active means well fitted inhibition curve with a large enough effect; inconclusive means small, poorly fitted or top-dose-only effect; inactive means no such curve, though single readings can be large or run the other way; tested in mouse RAW 264.7 cells; further: potency means the concentration at half of the fitted maximal effect; nearly all actives have a fitted effect of over 55% in size
FBPA coupling cs: inhibits coupling enzyme system, counter-screen for aldolase hits | coupling enzyme system counterscreen, AmpLite Red fluorescence | activity change, negative = inhibition, % at 58.2 µM, hits read low | hit rate 0.67% among 290,000; in the data active means activity change below about -30%
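Final compound at 57.5 uM, incubated 10 min at RT with coupling enzyme reagent (glyceraldehyde-3-phosphate), then 20 min with substrate and AmpLite Red detection. Fluorescence read at 525/598 nm; tests interference with the coupling assay, not aldolase inhibition.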
USP2a inh: USP2a (human) protease inhibition; USP2 core, Ub-CHOP2 coupled fluorogenic reporter, 485/531; Potency, µM (top dose mostly 38.3 µM), for the others: at the highest dose activity change, negative = inhibition, hits mostly inhibitors; hit rate 0.01% among 330,000; O75604;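 further: potency means the concentration at half of the fitted maximal effect; plate controls were DMSO wells for no effect and full inhibition by NEM control for full effect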
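USP2 core (10nM final) preincubated 30min RT with compound in 20mM Tris-HCl pH 8.0, 2mM CaCl2, 2mM beta-mercaptoethanol, 0.05% CHAPS; 25nM Ub-CHOP2 plus 25nM reporter substrate added, fluorescence (Ex485/Em531) read after 60min.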
hERG WT inh: inhibitors of human wildtype KCNH2 potassium channel; hit rate 0.37% among 340,000; AID 720551; U2OS, BacMam KCNH2, thallium flux FluxOr; active compounds read low; Q12809; activity change, % at 1.84 µM;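 active means maximum activity change below -70%; inconclusive means maximum activity change between -70% and -50%; inactive means maximum activity change above -50%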
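U2OS cells transduced with wild-type KCNH2 virus are loaded with FluxOr dye for 45 min, and thallium flux is measured in kinetic reads before and after stimulation buffer. Rate constants are normalized to DMSO controls.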
Chronic BCR inh: blocks chronic active B-cell receptor signaling; Potency, µM (top dose mostly 46.1 µM), inactives show top-dose ratio change, negative = lower green/red ratio, usual class: inhibitors; ABC-DLBCL IkBa-CBG/CBR reporter, luminescence ratio, 4 h; hit rate 0.05% among 340,000; AID 493014; active means well fitted inhibition curve with a large enough effect in the signal ratio, with a control signal flat, not every such curve was filed as active; inconclusive means small, poorly fitted or top-dose-only effect, or effect the other way, or a change in a side signal; the % refers to the signal ratio;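 further: potency means the concentration at half of the fitted maximal effect; plate controls were basal doxycycline-induced cells for no effect and cells given 10 µM MG132 for full effect; MG132 reads +100%, hits lower the ratio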
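Concentration-response series (up to 46 uM) were applied to TMD8 dual-reporter cells for 4 h at 37C with doxycycline. Green/red ratio, after filter-overlap correction, defined %Activity; red signal alone was normalised to basal cells and zero luminescence.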
The depositor's hits bear a star; ? = inconclusive; / = no result given; & = joins results of further samples; [ ] = remark or other dose. Unless noted, the call rests on the fitted dose curve; in most records, active means well fitted curve in the direction sought with a large enough effect; inconclusive means small, poorly fitted or top-dose-only effect, or another doubt; inactive means no such curve, though single readings can be large; an effect the other way counts as inactive or inconclusive. Unless noted, on the % scale 0 is the no-effect control and ±100 the full control effect.

SMILES	KCNH2 3.1 block	PKM2 activator	GALK inhibitor	Giardia kill	Eya2 phos inh	B2AR arrestin	uPA generation	FBPA coupling cs	USP2a inh	hERG WT inh	Chronic BCR inh
COc1ccc(-c2cc(C)no2)cc1S(=O)(=O)N1CCOc2ccc(C)cc21	0	/	6%	-6	-8%	0.0%	0%	/	1%	-46	1%
Cc1ccc(/C=C(\C#N)C(=O)N2CCCC2)c(C)c1	5	2%	2%	-6	-28%	-0.8%	-7%	2	8%	-19	?
CC(=O)N1N=C(c2cccs2)CC1c1ccco1 (stereo unspecified)	-17	1%	-3%	6	0%	-0.7%	0%	-3	-12%	-5	1%
CCC1(CC)NC(=O)N(CC(=O)Nc2ccc(OCc3ccccc3)cc2)C1=O	10	/	/	12	-15%	0.2%	-5%	/	1%	2	?
O=C(NCCO)C(=O)c1c(-c2ccc(Cl)cc2)cc2ccccn12	-12	-4%	-1%	-8	-2%	-0.1%	0%	1	6%	-9	1%
Cc1c(N=NC2=C(O)CCCC2=O)c(=O)n(-c2ccccc2)n1C	-3	-4%	9%	-8	-18%	-0.1%	-7%	-15	0%	-2	1%
Cc1ccc(NC(=O)CN(C)C(=O)CSc2nc3ccccc3o2)cc1	11	3%	-1%	6	3%	0.2%	6%	3	0%	12	0%
O=CN1CCN(C(=O)CC(c2ccccc2)c2cc(Br)ccc2O)CC1 (stereo unspecified)	-4	1%[11.5 µM]	6%	11	4%	-0.4%	29%	4	1%	8	0%
COc1ccc(C(=O)OCCN2CCOCC2)cc1OC	-9	-1%	2%	-29	-4%	-0.6%	-1%	-1	1%	3	1%
CCCn1c(=O)c(C(=O)NCc2cccnc2)c(O)c2ccccc21	-7	7%	-3%	-11	17%[15.4 µM]	0.5%	4%	-1	-5%	-4	4%
COc1ccc(OC)c(S(=O)(=O)N2CCN(C(=O)c3cc(C4CC4)nn3-c3ccccc3)CC2)c1	-37	/	/	17	-13%	-0.6%	-10%	/	-7%	13	2%
Cc1[nH]c2ccc(F)cc2c(=O)c1SC(F)(F)C(F)F	8	-3%	-1%	1	15%	0.1%	-3%	2	2%	20	5%
CC(C)c1ccc(CN2CC(C(=O)O)CC2=O)cc1 (stereo unspecified)	2	3%	1%	-11	7%	0.1%	/	7	3%	6	?
Cc1nc(C)n(C(C)CC(=O)O)n1 (stereo unspecified)	2	-2%	0%	-4	7%	-0.5%	-2%	1	3%	-14	-11%
COc1ccc(C2C(C(=O)c3ccco3)=C(O)C(=O)N2CCN2CCOCC2)c(OC)c1 (stereo unspecified)	-15	/	1%	30[activator]	23%	-0.2%	-1%	0	1%	8	?
Cc1nn(C(=O)/C(C#N)=C/N(C)C)c(C)c1C	26	-5%	-2%	28	9%	-1.0%	-11%	2	7%	-2	5%
CC(C)(C)c1ccc(/C([O-])=C(/C(=S)NCc2ccco2)[n+]2ccccc2)cc1	/	-10%	-1%	/	-5%	-0.1%	/	-30*	-3%	/	24%
COC(=O)NNC(=O)COc1cc(C)ccc1C	3	-8%	0%	5	4%	0.1%	-3%	0	4%	0	6%
C/C(=C\C(=S)Nc1ccccc1)Nc1ccc2ccccc2c1	-28	2%	/	2	-2%	-0.5%	-2%	-37*	-3%	1	?
CCOc1ccc(Nc2nc(NCc3ccco3)nc(N)c2[N+](=O)[O-])cc1	-7	7%	-4%	10	-3%	-0.9%	-2%	5	-1%	-4	-1%
COc1ccc(C(=S)N2CCN(c3cccc(Cl)c3)CC2)c(OC)c1	2	2%	3%	-12	6%	0.0%	-19%	4	3%	5	?
Cc1c(NC(=O)C(C)OC(=O)c2cc(Cl)ccc2O)c(=O)n(-c2ccccc2)n1C (stereo unspecified)	-2	1%	-9%	-14	2%	-0.5%	1%	/	-2%	-9	8%
CCC(=O)Nn1c(C)nnc1C	11	-2%	1%	1	11%	-0.2%	-5%	4	0%	2	-2%
Cc1ccc2c(c1)N(CC(=O)N1CCCCCC1)C(=O)CO2	-4	-2%	3%	52[activator]	1%	0.1%	20%	2	1%	20	6%
CC1CCC2(CC1)NC(=O)N(Cc1nc(-c3ccccc3)no1)C2=O (stereo unspecified)	5	-14%	0%	15	3%	0.2%	0%	-4	0%	-5	-10%

Additional entries:
SMILES	KCNH2 3.1 block	PKM2 activator	GALK inhibitor	Giardia kill	Eya2 phos inh	B2AR arrestin	uPA generation	FBPA coupling cs	USP2a inh	hERG WT inh	Chronic BCR inh
COc1cccc(NC(=O)n2nc(N)cc2-c2ccc(Cl)cc2)c1	1	1%	-4%	1	1%	-0.4%	0%	-2	-1%	-5	?
O=C(NCc1ccc(Cl)cc1)C1CCC(CNS(=O)(=O)c2ccccc2)CC1 (stereo unspecified)	-22	/	/	?	0%	-0.8%	-18%	-1	0%	15	-6%&-14%
O=C(O)COc1ccc(/C=N/NC(=O)Cc2ccc(Cl)cc2)cc1	8	3%	/	12	17%	-0.3%	2%	4	3%	4	-4%
Cc1ccc(S(=O)(=O)Nc2cccc(C(=O)NC3CCN(Cc4ccccc4)CC3)c2)cc1F	-80*	/	/	6	-15%	4.6%	?	/	0%	-39	-1%
COc1ccc(N2CC(C(=O)NCc3ccco3)CC2=O)cc1 (stereo unspecified)	-22	3%	-1%	?	1%	-0.2%	4%	-3	-1%	-9	3%
Oc1ccc(N=Cc2ccc(O)c(O)c2)cc1	-22	-4%	-3%	-1	-1%	?	-6%	-46*	-8%	1	13%
Cn1nc(NC(=O)C(F)(F)F)c2ncc(-c3ccc(Cl)cc3)nc21	4	-2%	1%	3	-2%	0.1%	?	3	-9%	-4	?
CCC(=O)Nc1nc(C)c(-c2csc(Nc3ccccn3)n2)s1	-27	-2%	0%	-5	5%	0.4%	-4%	-2	5%	9	?
CCNC(=O)CN(c1ccc(C)cc1)S(=O)(=O)c1ccccc1	-9	28%	3%	1	-15%	-0.4%	-1%	0	1%	10	?
O=c1[nH]c2cc(NCCO)c([N+](=O)[O-])cc2[nH]1	5	11%	6%	-3	-18%	0.0%	-8%	-3	0%	-22	?
O=C(NC1=NCCS1)c1cc(-c2cccs2)nc2ccccc12	-10	0%	3%	-23	-4%	0.0%	1%	1	-14%	2	?
CCc1ccc(NC(=O)CSc2nnc(C)c(=O)n2N)cc1	3	?	1%	-4	-21%	-0.3%	-1%	/	-2%	5	1%
O=C(CCC(=O)Nc1ccc(Br)cc1)N/N=C/c1ccccc1O	6	/	13%	-17	6%	-1.9%	-7%	3	1%	-4	?
O=C(CSc1nncs1)NNC(=O)c1ccccc1Br	-5	/	/	-1	-4%	-0.1%	-3%	/	-1%	-2	3%
CCC(Sc1nncn1C)C(=O)Nc1nnc(-c2ccc(Cl)cc2)s1 (stereo unspecified)	-6	-6%	-3%	-20	6%	0.4%	-1%	9	0%	5	3%
NS(=O)(=O)c1ccc(CNC(=O)/C=C/c2c(F)cccc2Cl)cc1	-12	1%	-1%	-8	0%	-0.2%	-3%	0	-1%	/	1%
O=C(O)c1cnn2c(C(F)(F)F)cc(-c3ccccc3)nc12	-2	-10%	0%	11	22%	-0.2%	1%	8	5%	1	?
Cc1ccc(NS(=O)(=O)c2ccc3[nH]c(=O)oc3c2)c(C)c1	-4	/	-3%	22	-5%	0.0%	-1%	/	-2%	3	1%&-7%
Cc1ccc(S(=O)(=O)c2nc(-c3cccs3)oc2N2CCC(C(N)=O)CC2)cc1	0	/	/	-4	-10%	-0.7%	2%	/	4%	-2	1%
CCC(/C=N/NC(=O)C1COc2ccccc2O1)CC (stereo unspecified)	4	-4%	1%	-3	-7%	0.2%	2%	-1	2%	-6	3%
CCOC(=O)c1cc(C#N)c(SCC(N)=O)[nH]c1=O	-1	-3%	0%	-21	4%	0.1%	14%	-1	10%	-2	-2%
Cc1cnc(C(=O)OCC(=O)NCCc2ccccc2)cn1	-13	-4%	0%	-11	-3%	-0.4%	/	-1	1%	8	-1%
CC1(C)C(c2cccs2)=[N+]([O-])C2(CCCCC/C2=N\NC(N)=O)N1O (stereo unspecified)	4	-4%	1%	-3	14%	0.0%	6%	5	2%	-12	4%
COC(=O)CNC(=O)c1cccs1	5	-6%	0%	-2	/	/	7%	-1	/	3	/
O=C(NC1CCCCC1)c1ccc(Cn2cc(Br)cn2)o1	-2	3%	1%	3	29%	0.0%	2%	4	3%	-16	-3%
N#CN1CCC(NS(=O)(=O)c2ccc(C(F)(F)F)cc2)CC1	/	/	/	4	-19%	0.3%	5%	/	1%	/	-1%
CC1(C)Cc2cccc(OCC(=O)NCc3cccs3)c2O1	3	/	/	-7	-1%	-0.4%	-1%	/	1%	-8	0%

An unsorted share of the library; any-hit rate near 2.4%.
